Compound activity as filed in PubChem.
Wee1 degr inh = human Wee1 degradation inhibition, primary screen; 220,000 tested, 1.2% active; reporter increase, % at 5 µM; P30291; AID 1321; HeLa Luc-Wee1K328M stability, luciferase luminescence; 100% = proteasome inhibitor MG132 effect;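 active = activation above the mean of all tested compounds plus 3 SD, set per screening run, cut at about 8.8% in these data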;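 also: cells exposed to compound for 20 h before luminescence read; 0% = DMSO alone and 100% = MG132 at 30 µM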
Ba/F3 V617F tox = reduce viability of Ba/F3 cells dependent on JAK2V617F | 220,000 tested, 1.1% active | AID 1446 | Ba/F3 EpoR-JAK2V617F viability, ATP luminescence | inhibition, % at 5.6 µM;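 active = inhibition above the campaign mean plus 3 SD over all tested compounds, cut at about 24% in these data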;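 also: cytokine-independent growth of Ba/F3 cells driven by EpoR plus mutant JAK2; 0% = DMSO-treated cells and 100% = JAK inhibitor I control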
S1P4 antag = antagonists of human S1P4 receptor; 220,000 tested, 0.26% active; O95977; S1P4-expressing cells, antagonist mode, reporter read-out; inhibition, % at 4.98 µM; in the data active = inhibition above about 29%;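 also: 0% = wells stimulated with agonist and 100% = vehicle wells without agonist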
NPY2 pot ag = potentiates or activates human NPY-Y2 receptor | P49146 | cells expressing NPY-Y2, potentiator/agonist read-out | activation, % at 3.6 µM | 220,000 tested, 0.45% active | AID 1359; in the data active = activation above about 27%;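 also: cells stimulated with NPY near EC25 plus isoproterenol at EC100; 0% = vehicle plus submaximal agonist and 100% = vehicle plus saturating agonist; some results beyond the cut were filed as inactive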
Mdm2 ligase inh = Mdm2 E3 ligase (human) inhibition | signal enhancement, % at 5 µM | 210,000 tested, 0.11% active | cell-based MDM2 ubiquitination luciferase reporter, 2 h; 0 = plate control, 100 = twice control, blank-subtracted;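 active = signal enhancement of 30% or more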;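 also: luminescence tracks abundance of the self-degrading MDM2-luciferase fusion protein; higher signal means inhibition of MDM2 E3 ligase activity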
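Material: stable MDM2–luciferase fusion reporter cells / Quantity: 2000 cells/well / Dosing: single 5 µM compound dose, 0.2% final DMSO / Buffer or medium: DMEM / Schedule: 4 h cell settling then 2 h compound exposure, 37 °C / Detection: luminescence with SteadyLite reagent, 15 min at room temperature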
PERK inhibitor = human PERK inhibition, primary cell-based screen | Q9NZJ5 | 220,000 tested, 0.17% active | CHO PERK-DD fusion, SEAP luminescence translation reporter | inhibition, % at 5.6 µM;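 active = inhibition above the mean inhibition of all tested compounds plus 3 SD, set separately per screening campaign, cut at about 2.9% in these data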;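 also: PERK kinase domain activated by AP20187 dimerizer at 100 nM; 0% = DMSO with dimerizer and 100% = rapamycin at 8.4 µM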
eIF4E 4G PPI = eIF4E/eIF4G interaction inhibition in translation initiation. P63073+Q04637. TR-FRET eIF4E-eIF4GI(517-606) binding, 2 h. inhibition, % at 21.7 µM. 220,000 tested, 0.37% active. AID 782;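 active = inhibition above about 30%, limit read from the data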;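 also: 0% = full FRET control wells and 100% = background wells lacking eIF4GI fragment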
S1P4 agonist = human S1P4 receptor agonism. 220,000 tested, 0.35% active. S1P4-expressing cell line, agonist reporter assay. activation, % at 4.98 µM. O95977; in the data active = activation above about 11%;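 also: 0% = DMSO vehicle and 100% = reference agonist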
BaF3 tox = counter-screen for JAK2V617F inhibitors: parental Ba/F3 viability inhibitors | CellTiter-Glo ATP luminescence | inhibition, % at 5.6 µM | 220,000 tested, 1.1% active;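 active = inhibition above a per-campaign cutoff, the mean inhibition of all tested compounds plus 3 SD, cut at about 27% in these data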;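 also: 0% = DMSO wells and 100% = JAK Inhibitor I control wells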
An asterisk follows results filed as active; nt = not tested or not shown; [ ] = dose if it differs, or a comment.

SMILES	Wee1 degr inh	Ba/F3 V617F tox	S1P4 antag	NPY2 pot ag	Mdm2 ligase inh	PERK inhibitor	eIF4E 4G PPI	S1P4 agonist	BaF3 tox
COCCCNCCOCCOc1ccc(Cl)cc1C(C)(C)C	-4	1	2	-8	-10	-0.1	-3	-1.7	1
NS(=O)(=O)c1ccc(CCNC(=O)CCC2COc3ccccc3O2)cc1 (centres undefined)	0	-4	0	-10	-14	0.2	0	0.2	-2
Cn1c(=O)[nH]c(=O)c2c1nc(N1CCCCCC1)n2CCOc1ccccc1	-2	-6	-7	11	12	0.5	8	0.1	-2
O=C(COC(=O)c1cccnc1Nc1cccc(C(F)(F)F)c1)NC1CCS(=O)(=O)C1 (centres undefined)	3	-5	-9	8	-4	0.9	0[fluorescence artefact?]	4.1	3
COc1cc(OC)cc(C(=O)n2cnnc2N)c1	1	-4	-14	2	-7	0.8	-2	0.9	-1
Cc1nc(SCc2ccc(C(=O)O)cc2)nc2c1CCCC2	-4	2	-3	-4	-9	1.1	-2	-0.4	6
CCc1ccccc1N(C)C(=O)CCc1nc(-c2ccc(C)cc2)no1	-1	-1	-27	5	-11	-0.9	5	0.8	7
COc1ccccc1NC(=O)CSc1nnc(CNC(=O)COc2ccc(Cl)cc2)o1	2	1	-9	5	-18	-0.2	-2	1.6	5
O=C(NC(Cc1c[nH]c2ccccc12)C(=O)N/N=C/c1cccc2ccccc12)c1cccs1 (centres undefined)	6	1	1	-12	3	-0.8	3	0.2	1
CNC(=O)CN(C1CCCCC1)S(=O)(=O)c1ccc(F)cc1	5	-3	-26	13	11	-0.1	0	2.6	0
CC(C)C(=O)Nc1ccc(C(=O)Nc2nnc(C(C)C)s2)cc1	-1	0	-16	-12	-6	-1.0	1	2.1	2
CC(=O)c1ccc(Oc2nc(-c3cccnc3)nc3ccccc23)cc1	1	2	-11	-2	-3	0.3	0	-1.0	6
Cc1cccc(N2CCN(c3ccc(NC(=O)/C=C\C(=O)O)cc3)CC2)c1	0	-1	7	12	-17	0.1	8	-0.4	1
Cc1ccccc1NS(=O)(=O)c1cc(C(=O)NCc2ccco2)ccc1C	2	0	-13	3	8	-0.3	1	-0.9	5
COc1ccc(Nc2ccc([N+](=O)[O-])cc2[N+](=O)[O-])cc1	-3	1	1	12	2	1.9	-2	-0.7	4
CSCCC1Nc2ccc(S(=O)(=O)N3CCOCC3)cc2NC1=O (centres undefined)	-2	-1	0	-17	-13	-0.1	-2	-0.1	6
CCOC(=O)Cc1csc(NC(NC(=O)CC)(C(F)(F)F)C(F)(F)F)n1	6	1	-15	9	-6	0.2	8[fluorescence artefact?]	1.2	-1
CC(=O)c1c(-c2ccccc2)c2ccccc2[nH]c1=O	2	2	-27	7	-35	-0.2	0	2.8	6
Cn1cc(S(=O)(=O)N2CCN(c3ccc(F)cc3)CC2)c(=O)n(C)c1=O	-3	-3	-12	15	-12	0.0	2	-5.5	-1
O=C(CSc1nnc(-c2ccccc2)c2ccccc12)NCC1CCCO1 (centres undefined)	0	-2	-4	3	-4	-0.4	-2	3.5	5
COC(=O)c1ccccc1OC(=O)c1cccnc1	1	0	-3	-3	-7	-0.1	nt	3.4	7
Cc1nc(CC(C)C)cc(C(=O)N2CCCC(CNS(=O)(=O)c3cccs3)C2)n1 (centres undefined)	-6	-2	-16	1	-6	-0.1	-2	1.3	1
CCCCCCN1C=CC(=C/C=C(\C#N)C(=O)OCC)C=C1	-1	-2	-6	8	-2	-0.5	4	-2.2	5
COc1ccc(CCNC(=O)c2ccc3ccccc3n2)cc1OC	-2	-2	-12	-19	1	0.0	0	-0.9	4
COC(=O)CSc1nc2c(c(-c3ccc(C)o3)c1C#N)CCCC2	-2	-2	-3	1	-11	0.3	-1	0.2	3
COc1ccc(-c2noc(CCC(=O)NCCCN3CCN(c4ccc(F)cc4)CC3)n2)cc1	-2	2	0	-2	-9	0.9	-4	0.3	5
COc1ccc(-c2ncc(CN3CCC(CO)(Cc4cccc(OC)c4)CC3)cn2)cc1	5	3	-2	-13	-24	0.4	2	2.2	9
COc1cc(CN2CCC(C(=O)N3CCCC(C)C3)CC2)cc(OC)c1O (centres undefined)	-2	-1	-17	9	-11	-0.2	11	0.5	0
CC(=O)N1CCN(S(=O)(=O)c2ccccc2)C1c1ccccc1 (centres undefined)	-2	-1	-9	-20	-2	0.5	1	-1.7	4
COc1cc2c(cc1OC)CC(=O)NC=C2	-1	-2	-1	16	4	1.8	-3	0.3	2
Cc1nc(NS(=O)(=O)c2ccccc2)sc1NC(=O)Nc1ccccc1	-1	-3	-8	-18	9	1.0	1	1.4	3
Cc1ccccc1C(=O)Nc1ccccc1Sc1ccccc1	-3	1	-19	-19	-3	-0.3	4	-0.2	2
Cc1ccc2c(c1)c(=O)c(Br)c(C)n2Cc1ccccc1	3	-1	-12	-4	-2	0.1	1	0.8	7
CCCc1nnc(-c2ccc(OC)cc2)o1	5	3	-15	10	-16	0.5	2	-0.8	9
C/C(=N\NC(=O)c1ccccn1)C12CC3CC(CC(C3)C1)C2	-1	-2	-17	16	-8	1.1	3	-0.3	-1
COCCn1c(=S)[nH]c2cc(C(=O)N3CCc4ccccc4C3)ccc2c1=O	0	2	-16	-27	-10	0.3	-4	0.8	5

Looked up above:
Wee1 degr inh with Cn1cc(S(=O)(=O)N2CCN(c3ccc(F)cc3)CC2)c(=O)n(C)c1=O stands at -3
PERK inhibitor with Cc1ccc2c(c1)c(=O)c(Br)c(C)n2Cc1ccccc1 stands at 0.1

Next records
SMILES	Wee1 degr inh	Ba/F3 V617F tox	S1P4 antag	NPY2 pot ag	Mdm2 ligase inh	PERK inhibitor	eIF4E 4G PPI	S1P4 agonist	BaF3 tox
CC(NC(=O)c1cccc(Cn2cc([N+](=O)[O-])cn2)c1)c1ccc(C(C)(C)C)cc1 (centres undefined)	-1	2	76*	3	-18	-1.3	4	-0.1	6
CCCC(=O)Nc1ccc(C(=O)N/N=C/c2cccnc2)cc1	1	-2	-14	1	-1	2.4	3	5.0	3
Cc1c(Cl)cccc1-n1c(SCC(=O)NCc2cccs2)nnc1-c1ccncc1	6	0	2	12	-1	-0.5	-5[fluorescence artefact?]	-1.5	0
FC(F)(F)c1cc(Oc2ccccc2)ncc1-c1nnc(-c2ccccc2Cl)o1	1	-2	-13	-19	-7	-0.3	5	1.1	-2
O=C(CN1CCOCC1)Nc1ncc(Cc2cccc3ccccc23)s1	-1	-1	-3	7	13	0.8	6	0.9	8
CCn1c(Sc2ccc([N+](=O)[O-])cn2)nnc1-c1ccco1	-3	8	5	-24	-7	0.3	0	-3.3	5
C/C(=N\NC(=O)C1COc2ccccc2O1)c1ccc(Cl)s1 (centres undefined)	1	2	-7	8	-24	0.5	0	0.3	2
Cc1cc(Nc2nc(Cl)c(Cl)cc2Cl)n(-c2ccccc2)n1	0	-6	-15	-15	nt	0.4	5	-1.0	4
Cc1nn(C)c(C)c1S(=O)(=O)N1CCC(C(=O)NC2CCCCC2)CC1	-2	0	13	-3	-7	-1.1	5	0.1	1
O=C(c1ccccc1)c1cc2c(cc1[N+](=O)[O-])OCCO2	5	1	-13	5	-6	-0.6	7	1.2	0
Cc1ccc(CNc2ccc(N3CCOCC3)c(C(=O)O)c2)s1	2	-4	-21	16	-15	0.6	2[fluorescence artefact?]	-3.2	-1
C/C(=N\NC(=O)c1ccncc1)c1cccs1	0	1	6	5	-9	-0.2	2	-0.2	7

The closing 2 entries of the part before lead into the next.
SMILES	Wee1 degr inh	Ba/F3 V617F tox	S1P4 antag	NPY2 pot ag	Mdm2 ligase inh	PERK inhibitor	eIF4E 4G PPI	S1P4 agonist	BaF3 tox
Cc1ccc(CNc2ccc(N3CCOCC3)c(C(=O)O)c2)s1	2	-4	-21	16	-15	0.6	2[fluorescence artefact?]	-3.2	-1
C/C(=N\NC(=O)c1ccncc1)c1cccs1	0	1	6	5	-9	-0.2	2	-0.2	7
COCCNC(=O)c1onc(CSc2cccc(OC)c2)c1C(=O)O	0	4	-5	-20	2	0.6	-1[fluorescence artefact?]	0.1	0
N#Cc1nc(-c2ccco2)oc1N1CCC(Cc2ccccc2)CC1	2	-5	-5	-20	-5	0.9	14	0.7	0
N#CCSc1nnc(C2CCCCC2)n1-c1ccccc1	-2	-1	1	-6	-14	0.2	8	-1.6	3
O=c1cc(CO)occ1OCc1cccc(F)c1	1	-2	-39	-12	-5	0.9	13	0.2	0
O=C1CCCN1CN(C(=O)c1ccccc1)c1ccc(F)cc1	6	-3	-22	17	-5	-0.1	-2	-2.8	-1
COc1ccc(CN(C)C(C)C(=O)Nc2ccc([N+](=O)[O-])cc2Cl)cc1OC (centres undefined)	2	2	-6	3	-8	1.1	10	1.1	13
O=C(/C=C/c1cn(-c2ccccc2)nc1-c1cccnc1)c1ccco1	-2	16	17	-11	-9	-0.1	4	-1.8	7
O=C(Nc1ccccc1F)c1ccc(CNS(=O)(=O)c2cccc(C(F)(F)F)c2)cc1	-3	-1	4	-18	-11	0.9	-8[fluorescence artefact?]	-1.4	1
CN(C)S(=O)(=O)c1cccc(C(=O)N(Cc2ccc(F)cc2)Cc2ccco2)c1	2	1	-7	7	-18	-0.5	0	3.3	2
COc1ccc(C(c2nnnn2CCc2ccccc2)N2CCN(C)CC2)cc1OC (centres undefined)	0	-4	-16	4	-7	-0.1	-7	0.4	2
Cc1ccc(-n2c(=O)cc(N3CCN(Cc4ccccc4)CC3)[nH]c2=O)cc1	-1	1	-11	-15	-9	0.5	-2	1.0	3

5 entries already listed, sorted by their value in PERK inhibitor, falling.
smiles | PERK inhibitor
COc1ccc(CN(C)C(C)C(=O)Nc2ccc([N+](=O)[O-])cc2Cl)cc1OC (centres undefined) | 1.1
Cc1ccc(-n2c(=O)cc(N3CCN(Cc4ccccc4)CC3)[nH]c2=O)cc1 | 0.5
N#CCSc1nnc(C2CCCCC2)n1-c1ccccc1 | 0.2
COc1ccc(C(c2nnnn2CCc2ccccc2)N2CCN(C)CC2)cc1OC (centres undefined) | -0.1
CN(C)S(=O)(=O)c1cccc(C(=O)N(Cc2ccc(F)cc2)Cc2ccco2)c1 | -0.5
